Compound activity: PubChem BioAssay, National Center for Advancing Translational Sciences (NCATS)
Glioma ERSR ind = induces the endoplasmic reticulum stress response in human glioma cells. U87-MG GRP78 promoter luciferase reporter, 16 h. Potency, µM, for the others: at the highest dose activation, actives largely listed as activators. 420,000 compounds, 0.02% hits; also: potency is read from the fitted curve at half-maximal effect; series mostly up to about 76 µM; % of control where 0% means no effect; nearly all actives have a fitted effect of over 35% in size
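Stably transfected U87-MG human glioma cells carrying a GRP78-based luminescent sensor were seeded at 1000 cells/well, pin-dosed with compounds and incubated 16 h. Luciferase reagent was then added, and end-point luminescence was read after 10 min at room temperature.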
RXFP1 ag = RXFP1 (human) receptor agonism; Q9HBX9; HEK293T-RXFP1 cAMP TR-FRET, 30 min; response scale: percent of porcine relaxin response, buffer zero; Potency, µM (series often up to 57.5 µM), for the others: at the top dose activation, most hits filed as activators; 370,000 compounds, 0.3% hits; AID 2676; also: potency is read from the fitted curve at half-maximal effect; % is scaled to controls: 0 for no effect and ±100 for the full control effect; nearly all actives have a fitted effect of over 60% in size; many of its hits are not listed in these tables
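Agonist response is measured as cAMP accumulation in an RXFP1-transfected HEK293T line under PDE4 inhibition. Values are scaled between buffer-only and 29 nM porcine relaxin, and EC50s come from standard Hill equation fits.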
Vif-APOBEC3G blk = Vif-A3G binding inhibition; 410,000 compounds, 0.076% hits; Q9HC16; Potency, µM (titrated, usually from 46.1 µM), inactives show top-dose activity, negative = active, hits mostly inhibitors; HeLa A3G-eYFP + Vif (tagged APOBEC3G with the HIV-1 protein that degrades it), YFP fluorescence, overnight;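 also: potency is read from the fitted curve at half-maximal effect; % is scaled to controls: 0 for no effect and ±100 for the full control effect; nearly all actives have a fitted effect of over 60% in size; hits raise eYFP signal because A3G escapes Vif-driven loss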
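HeLa cells stably expressing Vif and C-terminally eYFP-tagged A3G, seeded overnight at 37 deg C, then exposed to compound by pintool overnight at 37 deg C. Rise in yellow fluorescence (Ex 488/Em 500-530, Acumen) marks blocked Vif-driven A3G degradation.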
Vif-A3F inh = blocks the Vif interaction with APOBEC3F; HeLa A3F-eYFP + Vif (tagged APOBEC3F with the HIV-1 protein that degrades it), YFP fluorescence increase; Potency, µM (doses to about 46.1 µM), for inactives: at the highest dose activity, negative = active; 390,000 compounds, 0.2% hits; also: potency is read from the fitted curve at half-maximal effect; % of control where 0% means no effect; nearly all actives have a fitted effect of over 65% in size
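HeLa cells stably expressing A3F-eYFP plus Vif, plated and incubated overnight at 37 deg C, then exposed to compounds overnight at 37 deg C. Blocked degradation read as raised yellow fluorescence (Ex 488/Em 500-530).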
D2 PAM = D2 dopamine receptor (human) potentiation; P14416; HEK293 T-REx D2, calcium flux, EC20 dopamine potentiation; potentiation, % at 10 µM; 340,000 compounds, 0.34% hits; AID 485347;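 active = potentiation over 3 SD above the plate norm, cut at about 30% in these data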; also: 0% is about no effect
Target sequence (P14416 whole entry, looked up): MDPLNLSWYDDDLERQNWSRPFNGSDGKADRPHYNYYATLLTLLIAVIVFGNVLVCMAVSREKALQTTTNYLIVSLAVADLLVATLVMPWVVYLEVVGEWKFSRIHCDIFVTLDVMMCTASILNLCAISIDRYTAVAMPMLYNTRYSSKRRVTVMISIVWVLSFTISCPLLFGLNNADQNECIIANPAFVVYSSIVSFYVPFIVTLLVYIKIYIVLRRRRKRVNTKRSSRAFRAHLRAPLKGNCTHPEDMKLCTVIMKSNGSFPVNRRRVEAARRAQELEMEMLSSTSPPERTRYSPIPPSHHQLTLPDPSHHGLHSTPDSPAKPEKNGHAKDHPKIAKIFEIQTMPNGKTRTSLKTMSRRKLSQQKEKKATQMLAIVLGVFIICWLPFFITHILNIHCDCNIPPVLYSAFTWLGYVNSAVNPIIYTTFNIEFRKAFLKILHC
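Cells plated with tetracycline inducer and held overnight at 30 C; calcium dye loaded 30–90 min at room temperature; baseline taken, compound added and read 180 s; EC20 dopamine then added and read 180 s.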
RXFP1 antagonist = RXFP1 (human) relaxin receptor antagonism | HEK293-RXFP1, relaxin-stimulated cAMP HTRF, 30 min; active compounds read low | 350,000 compounds, 0.59% hits | activity change, negative = inhibition, % at 57.5 µM;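 active = activity change of -60% or lower, but not beyond a set lower limit; inconclusive = change between -60% and -40%, or beyond the set limit; inactive = change above -40%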; also: % is scaled to controls: 0 for no effect and ±100 for the full control effect
D1 ag = activates the human D1 dopamine receptor. 360,000 compounds, 1% hits. HEK293 T-REx D1 cells, calcium flux, agonist mode. AID 504660. activation, % at 2 µM. P21728; in the data active = activation above about 30%; also: 0% is about no effect
Target sequence (P21728 whole entry, looked up): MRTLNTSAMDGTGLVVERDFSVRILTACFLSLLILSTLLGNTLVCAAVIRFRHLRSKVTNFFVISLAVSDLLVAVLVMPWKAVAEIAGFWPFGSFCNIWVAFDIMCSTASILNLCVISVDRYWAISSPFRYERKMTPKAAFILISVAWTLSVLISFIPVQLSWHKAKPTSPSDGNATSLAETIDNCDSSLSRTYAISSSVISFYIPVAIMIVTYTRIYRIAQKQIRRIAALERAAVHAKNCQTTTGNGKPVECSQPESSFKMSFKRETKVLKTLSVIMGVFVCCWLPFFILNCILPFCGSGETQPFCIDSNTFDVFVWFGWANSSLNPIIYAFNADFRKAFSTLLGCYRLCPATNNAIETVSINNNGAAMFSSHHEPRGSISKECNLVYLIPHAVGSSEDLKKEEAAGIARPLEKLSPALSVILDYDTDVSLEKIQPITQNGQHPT
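Tetracycline-induced HEK293 TREx D1 cells, force-coupled to calcium signalling, were dye-loaded with a no-wash calcium kit. Compound was pin-added after a 10 s baseline. Fluorescence was read kinetically at 1 cycle/s for 180 s, with calcium rises flagged as agonism.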
D1 antagonist = human D1 dopamine receptor antagonism. 360,000 compounds, 3.2% hits. AID 504652. activity change, negative = inhibition, % at 10 µM. P21728. HEK293 TREx D1 cells, calcium flux, dopamine EC80; active compounds read low; in the data active = activity change below about -30%; also: % is scaled to controls: 0 for no effect and ±100 for the full control effect
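Inducible Hek293 Trex D1 cells (tetracycline, overnight, 30 C). Calcium dye 30–90 min RT. Antagonist mode: EC80 dopamine added after 180 s compound read.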
D1 potentiator = potentiators of human D1 dopamine receptor | 360,000 compounds, 0.036% hits | potentiation, % at 10 µM | P21728 | HEK293 TREx D1 cells, calcium flux, dopamine EC20 potentiation; in the data active = potentiation above about 30%; also: 0% is about no effect
The depositor's hits bear a star; & = joins results of further samples. Unless noted, calls follow the shape of the dose curve; as a rule, active = well fitted curve in the direction sought with a large enough effect; inconclusive = small, poorly fitted or top-dose-only effect, or another doubt; inactive = no such curve, though single readings can be large; an effect the other way counts as inactive or inconclusive. Not all compounds are listed (hit frequency here may not be typical).

For CSc1nn(Cc2ccc(Br)cc2)c(N(C(C)=O)C(C)=O)c1S(=O)(=O)c1ccccc1 the results were Glioma ERSR ind 13%, RXFP1 ag 12%, Vif-APOBEC3G blk inconclusive, Vif-A3F inh -6%, D2 PAM -2, D1 ag 5, D1 antagonist 8 and D1 potentiator 1.
Screening O=C(c1ccc(CS(=O)c2ccc(Br)cc2)o1)N1CCN(C2CCCCC2)CC1 (centres undefined) returned Glioma ERSR ind -6%, Vif-APOBEC3G blk -1%, Vif-A3F inh 1% and RXFP1 antagonist -8.
Cc1ccc([C@@H]2C[C@H]3[C@@H](CN2S(=O)(=O)c2ccc(C)cc2)C(=O)C[C@@H](c2cccc(Cl)c2)N3S(=O)(=O)c2ccc(C)cc2)cc1 was read as Glioma ERSR ind -2%, Vif-APOBEC3G blk -3%, Vif-A3F inh 1% and RXFP1 antagonist 7.
For Cc1c(C(=O)OC2CCCC2)[nH]c2c1C(=O)CC(c1ccco1)C2 (centres undefined) the results were Glioma ERSR ind -5%, RXFP1 ag -0.1%, Vif-APOBEC3G blk inconclusive, Vif-A3F inh -4%, D2 PAM -2, RXFP1 antagonist -13, D1 ag 1, D1 antagonist 6 and D1 potentiator -6.
Screening Cc1cccc(N2CCN(C(=O)COc3ccc4c(c3)CCC4)CC2)c1C returned Glioma ERSR ind -1%, RXFP1 ag 1.8%, Vif-APOBEC3G blk 3%, Vif-A3F inh -16%, D2 PAM 3, RXFP1 antagonist -17, D1 ag 6, D1 antagonist 21 and D1 potentiator -6.
CCCc1c(C)nn(-c2ncccc2[N+](=O)[O-])c1C was read as Glioma ERSR ind 1%, RXFP1 ag -1.2%, Vif-APOBEC3G blk -1%, Vif-A3F inh -14%, D2 PAM -1, RXFP1 antagonist -7, D1 ag 1, D1 antagonist 15 and D1 potentiator -6.
Screening COCCNC(=O)c1sc2ncccc2c1-n1c(C)ccc1C returned Glioma ERSR ind -3%, RXFP1 ag -0.5%, Vif-APOBEC3G blk -2%, Vif-A3F inh -4%, D2 PAM 11, RXFP1 antagonist -10, D1 ag -2, D1 antagonist 25 and D1 potentiator 0.
Cc1cccc(CSc2ccc3nnc(CCNS(=O)(=O)c4ccccc4)n3n2)c1 was read as Glioma ERSR ind -3%, RXFP1 ag 4.0%, Vif-APOBEC3G blk 2%, Vif-A3F inh 4%, D2 PAM -5, RXFP1 antagonist -24, D1 ag 0, D1 antagonist 5 and D1 potentiator -1.
For Cc1cc(C(=O)OCC(=O)NCCc2ccccc2)c2ccccc2n1 the results were Glioma ERSR ind -3%, RXFP1 ag 1.4%, Vif-APOBEC3G blk -5%, Vif-A3F inh -1%, D2 PAM 0, RXFP1 antagonist 0, D1 ag 13 and D1 antagonist -16.
`COC(=O)c1cccc(N(CC(=O)NC2CCCC2)C(=O)CCC(=O)Nc2cc(C)on2)c1` gave Glioma ERSR ind -2%, RXFP1 ag -0.3%, Vif-APOBEC3G blk -3%, Vif-A3F inh -1%, RXFP1 antagonist -5, D1 ag -1, D1 antagonist -13 and D1 potentiator -2.
`COc1ccc2[nH]c3nc(SC(C)C)nnc3c2c1` gave Glioma ERSR ind -7%, RXFP1 ag -4.6%, Vif-APOBEC3G blk 2%, Vif-A3F inh -4%, D2 PAM 27, D1 ag 6, D1 antagonist -14 and D1 potentiator 7.
For C=CCn1c(=O)c2c(C)c(C)sc2n2c(Nc3ccc(OC)cc3)nnc12 the results were Glioma ERSR ind -5%, RXFP1 ag 5.5%, Vif-APOBEC3G blk 0%, Vif-A3F inh -6%, D2 PAM 8, RXFP1 antagonist 2, D1 ag 2, D1 antagonist 1 and D1 potentiator 0.
`COc1ccc(S(=O)(=O)N2CCCCC2)cc1NC(=O)Cc1ccsc1` gave Glioma ERSR ind 1%, RXFP1 ag -0.7%, Vif-APOBEC3G blk -12%, Vif-A3F inh -7%, D2 PAM -3, RXFP1 antagonist 0, D1 ag 5 and D1 antagonist -21.
For CC(C)C[C@H](NC(=O)c1nc[nH]c1C(=O)N[C@@H](CC(C)C)C(=O)OCc1ccccc1)C(=O)OCc1ccccc1 the results were Glioma ERSR ind 0%, RXFP1 ag -0.4%, Vif-APOBEC3G blk -7%, Vif-A3F inh -8%, D2 PAM 4, D1 ag 17, D1 antagonist 5 and D1 potentiator 4.
O=C(NCCCNCc1ccccc1)c1ccccn1 was read as Glioma ERSR ind -3%&-1%, RXFP1 ag 1.7%, Vif-APOBEC3G blk 2%&0%, Vif-A3F inh 1%&5%, D2 PAM 4, RXFP1 antagonist -4&-11, D1 ag 1, D1 antagonist -7 and D1 potentiator -4.

At a glance, part of the list above.
For CC(C)C[C@H](NC(=O)c1nc[nH]c1C(=O)N[C@@H](CC(C)C)C(=O)OCc1ccccc1)C(=O)OCc1ccccc1 the results were Glioma ERSR ind 0%, RXFP1 ag -0.4%, Vif-APOBEC3G blk -7%, Vif-A3F inh -8%, D2 PAM 4, D1 ag 17, D1 antagonist 5 and D1 potentiator 4.
O=C(NCCCNCc1ccccc1)c1ccccn1 was read as Glioma ERSR ind -3%&-1%, RXFP1 ag 1.7%, Vif-APOBEC3G blk 2%&0%, Vif-A3F inh 1%&5%, D2 PAM 4, RXFP1 antagonist -4&-11, D1 ag 1, D1 antagonist -7 and D1 potentiator -4.

More structures
O=C(NCc1ccncc1)c1ccc(Br)cc1 was read as Glioma ERSR ind -4%, RXFP1 ag 2.6%, Vif-APOBEC3G blk 0%, Vif-A3F inh 3%, D2 PAM 12, RXFP1 antagonist 5, D1 ag 3, D1 antagonist -5 and D1 potentiator 4.
For COc1ccc(C)c(NC(=O)NCCc2cnc[nH]2)c1 the results were Glioma ERSR ind 1%, RXFP1 ag 1.3%, Vif-APOBEC3G blk 0%, Vif-A3F inh 6%, D2 PAM -10, RXFP1 antagonist -21, D1 ag 0, D1 antagonist 4 and D1 potentiator -2.
`O=C(CCc1nnc(CCCCc2ccccc2)o1)N1CCC(N2CCCC2)CC1` gave Glioma ERSR ind -3%, RXFP1 ag 0.6%, Vif-APOBEC3G blk 0%, Vif-A3F inh 0%, RXFP1 antagonist -5, D1 ag 2, D1 antagonist -3 and D1 potentiator 3.
For Cc1cc(NC(=O)CCN2C(=O)/C(=C\c3ccccc3Cl)SC2=S)no1 the results were Glioma ERSR ind 1%, RXFP1 ag -2.0%, Vif-APOBEC3G blk 6%, Vif-A3F inh -19%, D2 PAM -2, RXFP1 antagonist -6, D1 ag 3, D1 antagonist -7 and D1 potentiator -9.
For Cc1noc(NS(=O)(=O)c2ccc(NC(=O)c3cnc4scc(C)n4c3=O)cc2)c1C the results were Glioma ERSR ind -2%, RXFP1 ag 14%, Vif-APOBEC3G blk -1%, Vif-A3F inh 4%, RXFP1 antagonist 5, D1 ag 2, D1 antagonist -5 and D1 potentiator -6.
CNC(=O)c1ccc(CNC(=O)OCC(F)(F)F)cc1 was read as Glioma ERSR ind -2%, RXFP1 ag 0.3%, Vif-APOBEC3G blk -1%, Vif-A3F inh 6%, D2 PAM 7, RXFP1 antagonist 8, D1 ag 3, D1 antagonist 7 and D1 potentiator 0.
Screening O=C(OCc1nc2ccccc2s1)c1cc2ccccc2oc1=O returned RXFP1 ag 2.0%, D2 PAM 3, D1 ag 0, D1 antagonist -10 and D1 potentiator -3.
For CN(C)CCCNCC(=O)c1c(-c2ccccc2)n(C)c2ccccc12 the results were Glioma ERSR ind -5%, RXFP1 ag -1.8%, Vif-APOBEC3G blk 0%, Vif-A3F inh -11%, D2 PAM 7, RXFP1 antagonist -11, D1 ag -2, D1 antagonist 1 and D1 potentiator 6.
`BrC(=C\c1ccccc1)/C=N/Nc1ccc2nncn2n1` gave Glioma ERSR ind 8%, RXFP1 ag 0.0%, Vif-APOBEC3G blk -19%, Vif-A3F inh -13%, D2 PAM -3, RXFP1 antagonist inconclusive, D1 ag 8, D1 antagonist -3 and D1 potentiator -1.
For CC(C)c1nnc(NC(=O)CCC(=O)Nc2ccccc2)s1 the results were Glioma ERSR ind -1%, RXFP1 ag -0.4%, Vif-APOBEC3G blk -1%, Vif-A3F inh -22%, D2 PAM -6, RXFP1 antagonist -3, D1 ag 6, D1 antagonist -19 and D1 potentiator -2.
COc1ccc(CCCc2n[nH]c(=S)o2)cc1C was read as Glioma ERSR ind 2%, RXFP1 ag 0.4%, Vif-APOBEC3G blk 1%, Vif-A3F inh 6%, D2 PAM 5, RXFP1 antagonist -14, D1 ag 1, D1 antagonist 3 and D1 potentiator -5.
For COC(=O)c1ccccc1NC(=O)C(C)NS(=O)(=O)c1ccc(OC)cc1 (centres undefined) the results were Glioma ERSR ind -4%, RXFP1 ag 0.1%, Vif-APOBEC3G blk -1%, Vif-A3F inh 11%, D2 PAM -10, RXFP1 antagonist 4, D1 ag 3, D1 antagonist 0 and D1 potentiator 4.
O=C(Nc1ccc2oc(-c3ccncc3)nc2c1)c1c(F)c(F)c(F)c(F)c1F was read as Glioma ERSR ind -2%, RXFP1 ag -2.6%, Vif-APOBEC3G blk 1%, Vif-A3F inh -6%, D2 PAM 19, RXFP1 antagonist 0, D1 ag 7, D1 antagonist -21 and D1 potentiator -7.
`COc1ccc2c(c1)c(C(=O)N/N=C/c1ccc(Cl)cc1)c(C)n2C` gave Glioma ERSR ind 1%, RXFP1 ag 0.8%, Vif-APOBEC3G blk inconclusive, Vif-A3F inh -24%, D2 PAM -15, RXFP1 antagonist -33, D1 ag 11, D1 antagonist 17 and D1 potentiator -10.
Screening Cc1ccnc(NC(=O)c2cccc([N+](=O)[O-])c2C)c1 returned Glioma ERSR ind 2%, RXFP1 ag -1.3%, Vif-APOBEC3G blk -1%, Vif-A3F inh 6%, RXFP1 antagonist 3, D1 ag 5, D1 antagonist -21 and D1 potentiator -7.
Screening Cc1ccc(NC(=S)N2CCN(S(=O)(=O)c3ccc(C)cc3)CC2)cc1 returned Glioma ERSR ind -6%, RXFP1 ag 0.0%, Vif-APOBEC3G blk 0%, Vif-A3F inh 5%, D2 PAM -1, RXFP1 antagonist -10, D1 ag 0, D1 antagonist -2 and D1 potentiator 4.
